WRN helicase inh: WRN helicase (human) inhibition; Q14191; WRN helicase unwinding, fluorescent forked duplex, kinetic; Potency, µM (doses to about 114 µM), for inactives: at the top dose activity change, negative = inhibition, usual class: inhibitors; actives 0.46% (n = 360,000); further: potency means the concentration at half of the fitted maximal effect; on the % scale 0 is the no-effect control and ±100 the full control effect; nearly all actives have a fitted effect of over 55% in size
Target sequence (Q14191 whole entry, looked up): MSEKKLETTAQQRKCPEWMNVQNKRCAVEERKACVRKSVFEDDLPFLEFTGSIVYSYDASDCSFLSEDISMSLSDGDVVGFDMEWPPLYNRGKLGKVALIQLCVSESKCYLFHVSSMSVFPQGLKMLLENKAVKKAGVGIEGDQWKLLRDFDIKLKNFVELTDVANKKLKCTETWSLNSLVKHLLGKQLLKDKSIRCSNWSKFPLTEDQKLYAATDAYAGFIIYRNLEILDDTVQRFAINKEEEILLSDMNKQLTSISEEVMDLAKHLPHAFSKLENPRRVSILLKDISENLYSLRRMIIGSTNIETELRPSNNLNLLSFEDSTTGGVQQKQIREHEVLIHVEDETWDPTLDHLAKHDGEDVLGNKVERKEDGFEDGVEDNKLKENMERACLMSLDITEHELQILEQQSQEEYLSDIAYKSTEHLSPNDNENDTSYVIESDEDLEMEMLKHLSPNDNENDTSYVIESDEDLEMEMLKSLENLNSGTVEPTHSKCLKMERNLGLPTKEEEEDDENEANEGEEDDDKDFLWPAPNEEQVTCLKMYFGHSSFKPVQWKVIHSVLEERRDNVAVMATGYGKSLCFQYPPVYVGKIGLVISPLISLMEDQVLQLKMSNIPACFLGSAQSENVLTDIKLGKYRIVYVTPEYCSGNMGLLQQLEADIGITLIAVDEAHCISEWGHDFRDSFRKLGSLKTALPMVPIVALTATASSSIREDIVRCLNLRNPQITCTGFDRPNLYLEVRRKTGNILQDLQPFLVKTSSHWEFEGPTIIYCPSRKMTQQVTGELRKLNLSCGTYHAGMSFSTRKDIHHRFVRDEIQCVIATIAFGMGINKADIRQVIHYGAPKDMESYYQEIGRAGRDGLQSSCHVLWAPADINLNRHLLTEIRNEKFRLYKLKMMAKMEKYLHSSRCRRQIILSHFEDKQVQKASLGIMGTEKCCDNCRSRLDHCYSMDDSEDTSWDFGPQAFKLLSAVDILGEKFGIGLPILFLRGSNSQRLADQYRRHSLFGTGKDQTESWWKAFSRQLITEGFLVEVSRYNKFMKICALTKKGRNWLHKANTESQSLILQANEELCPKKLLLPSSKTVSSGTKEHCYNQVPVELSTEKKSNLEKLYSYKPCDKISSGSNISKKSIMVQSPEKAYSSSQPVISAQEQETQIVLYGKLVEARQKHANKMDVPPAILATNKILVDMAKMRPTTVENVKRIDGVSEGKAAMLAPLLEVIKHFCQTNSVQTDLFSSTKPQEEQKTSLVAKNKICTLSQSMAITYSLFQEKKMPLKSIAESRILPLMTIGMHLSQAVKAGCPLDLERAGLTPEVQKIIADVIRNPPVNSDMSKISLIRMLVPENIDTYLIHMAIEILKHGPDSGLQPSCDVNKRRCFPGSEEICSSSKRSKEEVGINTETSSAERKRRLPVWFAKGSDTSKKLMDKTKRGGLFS
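Screening of the MLSMR collection measured strand separation of a quenched forked DNA duplex (100 nM) by 20 nM WRN with 2 mM ATP, all final. Compounds were preincubated with enzyme 15 min at room temperature.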
PI5P4Ka inh: PI5P4K alpha (human) kinase inhibition. max response, %. P48426. actives 1.2% (n = 330,000). PI5P4Kalpha enzyme, ADP-Glo luminescence, 60 min; hits give low values; active means max response of -50% or lower; inconclusive means between -30% and -50%; inactive means -30% or higher; further: value at the top dose of about 77 µM; on the % scale 0 is the no-effect control and ±100 the full control effect
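Human PI5P4Kalpha with substrate in 0.038 M HEPES pH 7.4, 0.28 mM EGTA, 0.1% CHAPS, 5% DMSO; reaction started with 5 microM ATP (final), 60 min at room temperature. ADP formed read by ADP-Glo luminescence.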
PLK1 PBD inh: blocks phosphopeptide binding to human PLK1 polo-box domain | P53350 | Plk1 PBD binding of FITC phosphopeptide, fluorescence polarization | Potency, µM, for inactives: max response, negative = inhibition, hits mostly inhibitors | actives 2.8% (n = 360,000); further: potency means the concentration at half of the fitted maximal effect; series mostly up to about 57 µM; on the % scale 0 is the no-effect control and ±100 the full control effect; nearly all actives have a fitted effect of over 65% in size
MmCpn inh: M. maripaludis TRiC chaperonin inhibition; AID 504842; Potency, µM (highest dose often 76.9 µM), for inactives: at the top dose activity, negative = inhibition, hits mostly inhibitors; purified Mm-Cpn ATPase, ADP Transcreener TR-FRET; actives 0.031% (n = 330,000); further: potency means the concentration at half of the fitted maximal effect; on the % scale 0 is the no-effect control and ±100 the full control effect; nearly all actives have a fitted effect of over 80% in size
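25 nM Mm-CPN + cpd, 10 min 37°C; + 10 uM ATP, 30 min 37°C; buffer 30 mM Tris pH 7.4, 100 mM KCl, 5 mM MgCl2, 1 mM DTT; Transcreener ADP HTRF detection 30 min RT.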
CCT chaperon mod: changes cytosolic chaperonin activity | activity change, % (no concentration beside the values), hits read low | purified chaperonin ATPase assay, HTRF ADP detection, 30 min | actives 0.3% (n = 360,000); in the data active means activity change below about -30%; further: on the % scale 0 is the no-effect control and ±100 the full control effect
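Nucleotide hydrolysis assay: TRiC at 20–40 nM final (set by batch activity) with 10 uM ATP, 30 min at 37 °C, in presence of 76 uM compound. Detection by competitive ADP HTRF, 30 min ambient.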
EPAC1 antagonist: antagonists of human EPAC1; AID 720709; actives 0.14% (n = 360,000); EPAC1 GEF assay, Rap1b-BODIPY-GDP exchange fluorescence; Potency, µM (series often up to 115 µM), for inactives: at the highest dose activity change, negative = inhibition, actives largely listed as inhibitors;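 further: potency means the concentration at half of the fitted maximal effect; plate controls were vehicle for no effect and positive control for full effect; nearly all actives have a fitted effect of over 50% in size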
EPAC1 agonist: activates human EPAC1 exchange factor. AID 720707. actives 0.073% (n = 360,000). Potency, µM (titrated, usually from 154 µM), without a hit: top-dose activation, hits mostly activators. EPAC1 agonist qHTS, biochemical assay; response scale: 100% = response to 6.5 mM cAMP; further: potency means the concentration at half of the fitted maximal effect; nearly all actives have a fitted effect of over 60% in size
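Nucleotide exchange assay: 100 nM EPAC1 with 250 nM Rap1B loaded with BODIPY-GDP and 50 uM GDP, room temperature. Fluorescence (480/540 nm) read every 5 min for 30 min; signal change normalized to 6.5 mM cAMP as full agonist.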
EPAC2 antagonist: blocks human EPAC2 exchange factor; actives 0.18% (n = 360,000); Q8WZA2; EPAC2 GEF exchange of Rap1B-BODIPY-GDP, fluorescence; Potency, µM (series often up to 114 µM), without a hit: at the highest dose activity, negative = inhibition, most hits filed as inhibitors; further: potency means the concentration at half of the fitted maximal effect; on the % scale 0 is the no-effect control and ±100 the full control effect; nearly all actives have a fitted effect of over 45% in size; many of its hits are not listed in these tables
Numbers without * were called inactive; [ ] = remark or other dose. Unless noted, the call rests on the fitted dose curve; in most records, active means well fitted curve in the direction sought with a large enough effect; inconclusive means small, poorly fitted or top-dose-only effect, or another doubt; inactive means no such curve, though single readings can be large; an effect the other way counts as inactive or inconclusive. An excerpt. The share of hits here may be higher or lower than overall.

`CCOC(=O)c1c(NC(=O)c2cc3n(n2)C(C(F)(F)F)CC(c2cccs2)N3)sc(C)c1C` (configuration not stated) gave WRN helicase inh -10%, PI5P4Ka inh -14, PLK1 PBD inh -4%, MmCpn inh -18%, CCT chaperon mod -5.6, EPAC1 antagonist 3%, EPAC1 agonist 4% and EPAC2 antagonist 7%.
`CCOC(=O)C1=C(C)N=c2s/c(=C\c3ccncc3)c(=O)n2C1c1ccc2c(c1)OCO2` (configuration not stated) gave WRN helicase inh -6%, PI5P4Ka inh 0, PLK1 PBD inh -8%, MmCpn inh -1%, CCT chaperon mod -0.3, EPAC1 antagonist -22%, EPAC1 agonist -9% and EPAC2 antagonist -2%.
CCCn1c(-c2nonc2N)nc2ccccc21 was read as WRN helicase inh -5%, PI5P4Ka inh -8, PLK1 PBD inh -7%, MmCpn inh 0%, CCT chaperon mod 0.8, EPAC1 antagonist -11%, EPAC1 agonist 5% and EPAC2 antagonist -11%.
COc1ccc(NC(=O)[C@H](Cc2c[nH]c3ccccc23)NC(=O)[C@@H]2Cc3ccccc3CN2)cc1 was read as WRN helicase inh 7%, PI5P4Ka inh 1, PLK1 PBD inh -4%, MmCpn inh -2%, CCT chaperon mod 0.0, EPAC1 antagonist -1%, EPAC1 agonist -12% and EPAC2 antagonist -5%.
Screening CCN1C(=O)[C@H]2[C@@H](c3ccc(-c4ccc(Cl)c(Cl)c4)cc3)N[C@@](Cc3ccccc3)(C(=O)OC)[C@H]2C1=O returned WRN helicase inh -5%, PI5P4Ka inh 6, PLK1 PBD inh -7%, MmCpn inh -4%, CCT chaperon mod 1.0, EPAC1 antagonist -11%, EPAC1 agonist 1% and EPAC2 antagonist 10%.
O=C(Nc1ccc(F)c(Cl)c1)Nc1cnccn1 was read as WRN helicase inh 9%, PI5P4Ka inh -6, PLK1 PBD inh -12%, MmCpn inh 6%, CCT chaperon mod 0.6, EPAC1 antagonist -3%, EPAC1 agonist 0% and EPAC2 antagonist 2%.
CCN(CCn1cccn1)C(=O)CC1C(=O)NCCN1Cc1cccc(OC)c1OC (configuration not stated) was read as WRN helicase inh 14%, PI5P4Ka inh 1, PLK1 PBD inh 1%, MmCpn inh -7%, CCT chaperon mod -2.9, EPAC1 antagonist -20%, EPAC1 agonist -7% and EPAC2 antagonist 2%.
Cc1cccc(N2CCN(C(=O)c3ccnn3C)CC2)c1C was read as WRN helicase inh 11%, PI5P4Ka inh -6, PLK1 PBD inh -13%, MmCpn inh -2%, CCT chaperon mod -0.4, EPAC1 antagonist 18%, EPAC1 agonist 6% and EPAC2 antagonist 13%.
`Cc1nnc(N/N=C\c2ccc(-c3cccc(C(=O)O)c3)o2)n1N` gave WRN helicase inh -28%, PI5P4Ka inh inconclusive, PLK1 PBD inh -7%, MmCpn inh -6%, CCT chaperon mod -2.9, EPAC1 antagonist -20%, EPAC1 agonist 0% and EPAC2 antagonist -15%.
For N#Cc1c(N)sc(=S)c2c1CCCC2 the results were WRN helicase inh -28%, PI5P4Ka inh -29, PLK1 PBD inh inconclusive, MmCpn inh -8%, CCT chaperon mod 1.5, EPAC1 antagonist -1%, EPAC1 agonist 14% and EPAC2 antagonist -10%.
`CCC(CC)C(=O)N1CC(=O)Nc2ccc(F)cc2C1c1ccc(F)cc1` (configuration not stated) gave WRN helicase inh -5%, PI5P4Ka inh 3, PLK1 PBD inh -3%, MmCpn inh 2%, CCT chaperon mod -0.9, EPAC1 antagonist 7%, EPAC1 agonist 2% and EPAC2 antagonist -16%.
COc1ccc(C(=O)Nc2ccc(SC(F)F)cc2)cc1 was read as WRN helicase inh 8%, PI5P4Ka inh 4, PLK1 PBD inh -14%, MmCpn inh -2%, CCT chaperon mod -0.5, EPAC1 antagonist -14%, EPAC1 agonist -8% and EPAC2 antagonist 3%.
Screening CC1CCN(C(=O)COC(=O)c2cccs2)CC1 returned WRN helicase inh -30%, PI5P4Ka inh -1, PLK1 PBD inh -4%, MmCpn inh 1%, CCT chaperon mod 0.2, EPAC1 antagonist -15%, EPAC1 agonist 2% and EPAC2 antagonist 7%.
Screening C/C(=N\Nc1cc(C)nc(NCc2ccccc2)n1)c1ccc([N+](=O)[O-])cc1 returned WRN helicase inh 10%, PI5P4Ka inh 1, PLK1 PBD inh 7%, MmCpn inh 1%, CCT chaperon mod -1.8, EPAC1 antagonist -3%, EPAC1 agonist -1% and EPAC2 antagonist -1%.
For CCCCC1Cc2[nH]c(=S)[nH]c(=O)c2C(c2cccc3ccccc23)O1 (configuration not stated) the results were WRN helicase inh -2%, PI5P4Ka inh -22, PLK1 PBD inh -8%, CCT chaperon mod -0.4, EPAC1 antagonist -17%, EPAC1 agonist -1% and EPAC2 antagonist -14%.
C=CCNCCCOc1ccc(C)cc1Br was read as WRN helicase inh 0%, PI5P4Ka inh -3, PLK1 PBD inh -4%, MmCpn inh 3%, CCT chaperon mod -3.2, EPAC1 antagonist -22%, EPAC1 agonist -3% and EPAC2 antagonist 4%.
Screening Cc1ccc(S(=O)(=O)N2CCCCC2)cc1C(=O)NCc1ccc(S(N)(=O)=O)cc1 returned WRN helicase inh -13%, PI5P4Ka inh -3, PLK1 PBD inh -9%, MmCpn inh 0%, CCT chaperon mod -2.4, EPAC1 antagonist -10%, EPAC1 agonist 5% and EPAC2 antagonist -3%.
`CCN(C(=O)COC(=O)c1c(C)nn(-c2ccccc2)c1Cl)c1c(N)n(Cc2ccccc2)c(=O)[nH]c1=O` gave WRN helicase inh -24%, PI5P4Ka inh -6, PLK1 PBD inh -4%, MmCpn inh 2%, CCT chaperon mod 1.6, EPAC1 antagonist -7%, EPAC1 agonist -9% and EPAC2 antagonist 1%.
`O=C(O)CCN1C(=O)c2ccc(NC(=O)CSc3ccc(Cl)cc3)cc2C1=O` gave WRN helicase inh -2%, PI5P4Ka inh -2, PLK1 PBD inh -8%, MmCpn inh inconclusive, CCT chaperon mod -0.5, EPAC1 antagonist -2%, EPAC1 agonist 6% and EPAC2 antagonist inconclusive.
Screening CCC1(C)CC(C(CC(=O)O)c2ccc(C)cc2)CCO1 (configuration not stated) returned WRN helicase inh -2%, PLK1 PBD inh 2%, MmCpn inh 2%, CCT chaperon mod -2.8, EPAC1 antagonist 6%, EPAC1 agonist 7% and EPAC2 antagonist -4%.
`O=C(CCc1c[nH]c2ccccc12)N1CCN(S(=O)(=O)c2ccc(F)cc2)CC1` gave WRN helicase inh -1%, PI5P4Ka inh -3, PLK1 PBD inh 1%, MmCpn inh 1%, CCT chaperon mod 1.1, EPAC1 antagonist 3%, EPAC1 agonist 5% and EPAC2 antagonist -2%.
COc1cc(NC(=O)c2ccccc2NS(=O)(=O)c2ccc(Cl)s2)cc(OC)c1 was read as WRN helicase inh -14%[57.1 µM], PI5P4Ka inh -22, PLK1 PBD inh inconclusive, MmCpn inh -1%, CCT chaperon mod 1.1, EPAC1 antagonist inconclusive, EPAC1 agonist 1% and EPAC2 antagonist inconclusive.
For c1ccc(-c2ccccc2OCCCCn2ccnc2)cc1 the results were WRN helicase inh -20%, PI5P4Ka inh -2, PLK1 PBD inh -6%, MmCpn inh 0%, CCT chaperon mod 2.7, EPAC1 antagonist 5%, EPAC1 agonist 1% and EPAC2 antagonist -2%.
S=c1[nH]nc(COc2ccccc2)n1Cc1ccccc1 was read as WRN helicase inh 4%, PI5P4Ka inh 1, PLK1 PBD inh -10%, MmCpn inh 0%, CCT chaperon mod 0.2, EPAC1 antagonist -11%, EPAC1 agonist -3% and EPAC2 antagonist -1%.
Screening COC(=O)c1oc2ccc(Cl)cc2c1-n1cccc1 returned WRN helicase inh 3%, PI5P4Ka inh 0, PLK1 PBD inh -5%, MmCpn inh 0%, CCT chaperon mod -1.7, EPAC1 antagonist 1%, EPAC1 agonist 11% and EPAC2 antagonist -4%.
Screening N=c1c2c3c(sc2ncn1CCN1CCOCC1)CCCC3 returned WRN helicase inh 4%, PI5P4Ka inh -6, PLK1 PBD inh -9%, MmCpn inh 0%, CCT chaperon mod -0.7, EPAC1 antagonist -4%, EPAC1 agonist 8% and EPAC2 antagonist 8%.
O=C(O)c1ccccc1C=NNc1ccc([N+](=O)[O-])cn1 was read as WRN helicase inh -3%, PI5P4Ka inh -4, PLK1 PBD inh -2%, CCT chaperon mod -0.7, EPAC1 antagonist 13%, EPAC1 agonist 4% and EPAC2 antagonist 2%.
c1ccc(CNc2nc(Oc3ccncc3)c3sccc3n2)cc1 was read as WRN helicase inh -7%, PI5P4Ka inh -3, PLK1 PBD inh 1%, CCT chaperon mod -1.9, EPAC1 antagonist -21%, EPAC1 agonist -4% and EPAC2 antagonist 7%.
For Cc1ccccc1NC(=O)C1CCN(S(=O)(=O)c2ccc3c(c2)NC(=O)C(C)S3)CC1 (configuration not stated) the results were WRN helicase inh 6%, PI5P4Ka inh -3, PLK1 PBD inh -18%, MmCpn inh 3%, CCT chaperon mod 0.4, EPAC1 antagonist -18%, EPAC1 agonist 1% and EPAC2 antagonist 5%.
Screening COc1ccc(OC)c(NC(=O)c2ccc(-c3cccs3)cc2)c1 returned WRN helicase inh -5%, PI5P4Ka inh 16, PLK1 PBD inh -3%, MmCpn inh -8%, CCT chaperon mod -4.8, EPAC1 antagonist -27%, EPAC1 agonist 6% and EPAC2 antagonist -1%.
Screening O=C(NC1CCCCC1)C1CCN(C(=O)c2ccccc2Cl)CC1 returned WRN helicase inh -5%, PI5P4Ka inh 1, PLK1 PBD inh -14%, MmCpn inh 2%, CCT chaperon mod -1.5, EPAC1 antagonist 16%, EPAC1 agonist 6% and EPAC2 antagonist -2%.
CCS(=O)(=O)N1CCC(C(=O)NCc2ccccn2)CC1 was read as WRN helicase inh 3%, PLK1 PBD inh -2%, MmCpn inh 1%, CCT chaperon mod 0.3, EPAC1 antagonist 13%, EPAC1 agonist 5% and EPAC2 antagonist 1%.
For Cc1cc(C(=O)NC2CCCCC2)c2cc(F)ccc2n1 the results were WRN helicase inh 4%, PI5P4Ka inh -4, PLK1 PBD inh -3%, MmCpn inh 3%, CCT chaperon mod -0.9, EPAC1 antagonist 7%, EPAC1 agonist 1% and EPAC2 antagonist 3%.
Screening COc1ccc(CC(=O)N/N=C/c2cccnc2)cc1OC returned WRN helicase inh -2%, PI5P4Ka inh 1, PLK1 PBD inh -5%, MmCpn inh 0%, CCT chaperon mod -1.7, EPAC1 antagonist 1%, EPAC1 agonist -2% and EPAC2 antagonist 4%.
`CCOC(=O)c1c(C)c(C(=O)NCc2ccccn2)c(C)n1CC` gave WRN helicase inh 0%, PLK1 PBD inh -2%, MmCpn inh 2%, CCT chaperon mod 0.1, EPAC1 antagonist 0%, EPAC1 agonist 5% and EPAC2 antagonist -1%.

Screens from PubChem BioAssay.
